Bioassay records from PubChem BioAssay.
D1 agonist = agonists of human D1 dopamine receptor; activation, % at 2 µM; HEK293 T-REx D1 cells, calcium flux, agonist mode; P21728; AID 504660; 360,000 compounds, 1% hits; in the data active = activation above about 30%; also: 0% is about no effect
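Agonism was scored from calcium flux recorded over 180 s (1 read/s) after pintool compound addition, following a 10-cycle baseline. Cells were inducible force-coupled HEK293 TREx D1, plated overnight at 30 C and loaded with no-wash calcium dye.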
Vif-APOBEC3G blk = Vif-A3G binding inhibition; HeLa A3G-eYFP + Vif (tagged APOBEC3G with the HIV-1 protein that degrades it), YFP fluorescence, overnight; 410,000 compounds, 0.076% hits; Potency, µM (doses to about 46.1 µM), inactives show top-dose activity, negative = active, hits mostly inhibitors; Q9HC16;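 also: potency is read from the fitted curve at half-maximal effect; % is scaled to controls: 0 for no effect and ±100 for the full control effect; nearly all actives have a fitted effect of over 60% in size; hits raise eYFP signal because A3G escapes Vif-driven loss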
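Read-out is eYFP fluorescence (Ex 488/Em 500-530) from Vif-expressing HeLa A3G-eYFP cells; more signal means A3G escaped Vif-mediated degradation. Cells plated overnight, compound pinned in, incubated overnight at 37 deg C.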
D1 PAM = human D1 dopamine receptor positive modulation; P21728; HEK293 TREx D1 cells, calcium flux, dopamine EC20 potentiation; potentiation, % at 10 µM; 360,000 compounds, 0.036% hits; AID 504651; in the data active = potentiation above about 30%; also: 0% is about no effect
Vif-A3F inh = inhibitors of Vif-A3F interaction; 390,000 compounds, 0.2% hits; AID 602313; Potency, µM (top dose mostly 46.1 µM), without a hit: at the highest dose activity, negative = active; HeLa A3F-eYFP + Vif (tagged APOBEC3F with the HIV-1 protein that degrades it), YFP fluorescence increase; also: potency is read from the fitted curve at half-maximal effect; % of control where 0% means no effect; nearly all actives have a fitted effect of over 65% in size
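Fluorescence increase (Ex 488/Em 500-530) after overnight compound treatment at 37 deg C flags inhibition of Vif-driven A3F-eYFP loss in stable HeLa A3F-eYFP/Vif cells seeded overnight beforehand.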
D1 antag = blocks dopamine activation of the human D1 receptor; 360,000 compounds, 3.2% hits; P21728; HEK293 TREx D1 cells, calcium flux, dopamine EC80; stronger effect = lower value; activity change, negative = inhibition, % at 10 µM; in the data active = activity change below about -30%; also: % is scaled to controls: 0 for no effect and ±100 for the full control effect
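Allosteric or orthosteric antagonism assessed as attenuation of the calcium response to EC80 dopamine, added 180 s after compound, in induced HEK293 Trex D1 cells loaded with no-wash calcium dye.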
LDHA block = LDHA (human) enzyme inhibition; purified LDHA, NADH/diaphorase-resazurin fluorescence; stronger effect = lower value; P00338; 480,000 compounds, 0.15% hits; activity change, % (values are at about 110 or 230 µM); in the data active = activity change below about -30%; inconclusive = mostly about -25% to -30%;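 also: plate controls were DMSO wells for no effect and wells without enzyme for full effect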
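Enzyme activity of human lactate dehydrogenase 5 (2 nM; 0.06 mM NADH, 0.2 mM pyruvate, 5 min, RT) is measured via a resazurin/diaphorase fluorescence readout of residual NADH.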
D2 potentiator = D2 dopamine receptor (human) potentiation. P14416. HEK293 T-REx D2, calcium flux, EC20 dopamine potentiation. potentiation, % at 10 µM. 340,000 compounds, 0.34% hits. AID 485347;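 active = potentiation over 3 SD above the plate norm, cut at about 30% in these data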; also: 0% is about no effect
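Potentiation of an EC20 dopamine calcium response measured kinetically over 180 s, after a preceding 180 s compound-only read flagging agonists. Cells: inducible Hek293 Trex D2 line, 4000/well, cultured overnight at 30 C before dye loading.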
RXFP1 ag = activates the human relaxin receptor RXFP1 | Q9HBX9 | 370,000 compounds, 0.3% hits | AID 2676 | HEK293T-RXFP1 cAMP TR-FRET, 30 min; response scale: percent of porcine relaxin response, buffer zero | Potency, µM (top dose mostly 57.5 µM), inactives show at the highest dose activation, actives largely listed as activators; also: potency is read from the fitted curve at half-maximal effect; % is scaled to controls: 0 for no effect and ±100 for the full control effect; nearly all actives have a fitted effect of over 60% in size; many of its hits are not listed in these tables
Target sequence (Q9HBX9 whole entry, looked up): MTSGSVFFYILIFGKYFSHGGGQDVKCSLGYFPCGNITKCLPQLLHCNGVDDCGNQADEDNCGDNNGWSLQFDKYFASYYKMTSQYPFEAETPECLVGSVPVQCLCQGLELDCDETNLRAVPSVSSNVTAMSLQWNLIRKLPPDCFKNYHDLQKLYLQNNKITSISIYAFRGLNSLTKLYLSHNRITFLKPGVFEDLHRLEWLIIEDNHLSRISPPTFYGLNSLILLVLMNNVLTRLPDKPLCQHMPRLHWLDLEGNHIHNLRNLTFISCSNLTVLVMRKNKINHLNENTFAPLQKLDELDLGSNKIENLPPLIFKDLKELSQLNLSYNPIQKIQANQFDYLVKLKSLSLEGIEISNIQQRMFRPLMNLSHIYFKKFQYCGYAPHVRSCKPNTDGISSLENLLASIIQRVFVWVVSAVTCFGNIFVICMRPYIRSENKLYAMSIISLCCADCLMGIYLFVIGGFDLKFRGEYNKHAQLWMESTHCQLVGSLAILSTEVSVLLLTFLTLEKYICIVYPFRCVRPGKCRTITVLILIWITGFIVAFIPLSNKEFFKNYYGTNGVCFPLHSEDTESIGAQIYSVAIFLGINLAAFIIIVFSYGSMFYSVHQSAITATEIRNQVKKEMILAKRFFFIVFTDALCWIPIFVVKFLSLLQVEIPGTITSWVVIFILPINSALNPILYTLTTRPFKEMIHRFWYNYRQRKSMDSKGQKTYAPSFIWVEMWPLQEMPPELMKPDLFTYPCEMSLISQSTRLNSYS
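HEK293 cells stably expressing RXFP1, treated 30 min at 37C with compounds plus PDE4 inhibitor Ro 20174; cAMP measured by HTRF TR-FRET. Normalized to buffer and 29 nM porcine relaxin; EC50 by Hill fit.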
GRP78 ERSR act = ER stress response induction in glioma; 420,000 compounds, 0.02% hits; Potency, µM, without a hit: top-dose activation, most hits filed as activators; U87-MG GRP78 promoter luciferase reporter, 16 h; AID 602332; also: potency is read from the fitted curve at half-maximal effect; series mostly up to about 76 µM; % of control where 0% means no effect; nearly all actives have a fitted effect of over 35% in size
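Stably transfected U87-MG human glioma cells carrying a GRP78-based luminescent sensor were seeded at 1000 cells/well, pin-dosed with compounds and incubated 16 h. Luciferase reagent was then added, and end-point luminescence was read after 10 min at room temperature.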
Starred values were filed as active, the others as inactive; ? = inconclusive; . = no result given. Unless noted, calls follow the shape of the dose curve; as a rule, active = well fitted curve in the direction sought with a large enough effect; inconclusive = small, poorly fitted or top-dose-only effect, or another doubt; inactive = no such curve, though single readings can be large; an effect the other way counts as inactive or inconclusive.

SMILES,D2 potentiator,D1 antag,D1 agonist,LDHA block,Vif-A3F inh,D1 PAM,RXFP1 ag,Vif-APOBEC3G blk,GRP78 ERSR act
COC(=O)c1ccc(C(=O)N2CCCC(N3CCN(c4ccc(F)cc4)CC3)C2)nc1 (stereo not drawn),8,-4,0,0,0%,0,-3.4%,-1%,-3%
O=C(CNC(=O)c1ccccc1)NCC(=O)OCc1ccc(Cl)cc1,24,-12,4,2,2%,-10,1.1%,1%,-3%
CC(C)(C)C(=O)Cn1c(=O)n(-c2ccc(Cl)cc2)c(=O)c2c3c(sc21)CCCC3,25,4,-1,-1,-1%,2,0.0%,-1%,-4%
CCOc1ccc2nc(SC(CC)C(=O)Nc3cc(C)on3)sc2c1 (stereo not drawn),0,5,13,-4,4%,-2,2.4%,-5%,-2%
Cc1ccc(-c2cc(-c3ccc4c(c3)OCO4)c(C#N)c(N)n2)o1,.,5,3,-2,?,-3,8.7%,-30%,-1%
O=C(CN1C(=O)c2ccccc2S1(=O)=O)Nc1cccc(S(=O)(=O)N2CCOCC2)c1,.,.,.,-5,5%,.,.,0%,-3%
O=C1C2C3c4ccccc4C(c4ccccc43)C2C(=O)N1c1ccncc1 (stereo not drawn),1,1,3,-5,0%,-3,0.0%,7%,-1%
CCC(NC(=O)NNC(=O)c1ccncc1)(C(F)(F)F)C(F)(F)F,-2,5,3,5,-5%,16,2.8%,-1%,1%
CCN(CC)S(=O)(=O)c1ccc(C(=O)N(c2ccccc2)C2C=CS(=O)(=O)C2)cc1 (stereo not drawn),1,-9,-1,-8,5%,-2,0.7%,6%,5%
COc1ccc(NC(=O)CCNS(=O)(=O)c2cccc(C(C)=O)c2)cc1S(N)(=O)=O,-1,-12,2,-13,3%,.,-0.1%,1%,3%
CCNc1c(NC(=O)c2cccs2)c(=O)oc2ccccc12,12,-1,0,-4,1%,-4,-0.1%,0%,0%
O=C1CC2(CCCC2)C(=O)N1CN1CCN(S(=O)(=O)c2ccc(F)cc2F)CC1,.,.,.,-2,1%,.,.,1%,-3%
Oc1ccccc1CNCCCN1CCOCC1,1,-8,1,-13,12%,-3,-0.7%,1%,-8%
CC(C)CC(=O)Nc1ccc(C(=O)Cn2nc(C(=O)O)c3ccccc3c2=O)cc1,1,-6,2,-11,.,-5,1.1%,3%,0%
COc1cc(NC(=O)CN2C(=O)CN(C)C2=O)c(C)cc1[N+](=O)[O-],4,9,0,-5,-10%,3,-2.9%,0%,-7%
O=C(NCCOc1ccccc1)c1ccccc1F,.,.,.,-2,-2%,.,.,1%,-6%
CCCC(=O)N1CCN(c2nc3ccc(CC)cc3s2)CC1,8,-21,9,-2,-6%,-4,2.6%,3%,-1%
O=C(NCc1ccc2c(c1)OCO2)c1c(-c2ccsc2)sc2ccccc12,.,.,.,-9,3%,.,.,2%,5%
Cc1ccc(N=Cc2cc(C)n(C3CCCC3)c2C)cc1,-10,2,1,2,-1%,-7,0.2%,2%,-2%
O=C(NCCN1CCOCC1)C1CCC(CNS(=O)(=O)c2ccc(Cl)cc2)CC1 (stereo not drawn),3,1,4,2,-3%,-3,1.7%,3%,-1%
Cc1nnc(SCC(=O)Nc2nccs2)n1N,2,2,5,-2,5%,-1,0.3%,0%,-2%
Cc1cc(NC(=O)c2cnn3cccnc23)n(-c2ccccc2)n1,-4,-9,2,-6,-9%,-5,2.0%,4%,-1%
O=C(NCCO)c1cc(-c2cc(C(=O)NCCO)c3ccccc3n2)nc2ccccc12,10,6,0,0,-7%,2,16%,1%,1%
COc1ccc(-c2noc(CNC(=O)c3ccccc3Br)n2)cc1,-5,-3,4,1,3%,-2,-1.2%,2%,-1%
Cc1cc(C)cc(OCC(=O)NNC(=O)CN2C(=O)c3ccccc3C2=O)c1,12,-17,1,-5,4%,-9,3.6%,-5%,-5%
Cc1nnc2ccc(-c3cccc(NC(=O)c4ccc(Br)o4)c3)nn12,-4,-1,3,-4,-11%,-7,10%,-8%,3%
CN(C(=O)C1CCCCC1)C1(C)CCS(=O)(=O)C1 (stereo not drawn),7,3,0,-5,-15%,6,0.8%,0%,-6%
Cc1ccc(S(=O)(=O)CCC(=O)OCc2ccc(S(=O)(=O)C(C)C)cc2)cc1,1,-19,9,0,1%,0,-0.9%,5%,-3%
CCOC(=O)C(=O)N/N=C/c1ccc(F)cc1,5,-2,4,-1,-5%,3,4.8%,0%,-7%
O=C(Cn1cc(C(F)(F)F)ccc1=O)NC(c1ccccc1)c1ccccc1,4,-4,1,-5,1%,1,-1.6%,-1%,-5%
O=C(Cc1cccs1)Nc1ccccn1,-2,1,1,-4,-1%,6,0.2%,-5%,-1%
O=C(CN(C(=O)CNS(=O)(=O)c1ccccc1)C1CCCC1)NCC1CCCO1 (stereo not drawn),-1,-6,2,-4,-9%,-9,0.1%,0%,-2%
CC(C)Sc1nc2c(c(=O)n(C)c(=O)n2C)n1Cc1ccc(Cl)cc1,9,-17,0,-2,2%,-7,-2.5%,-2%,-4%
CCN1C[C@@H]2[C@@H]3C(=O)N(C)C(=O)[C@@H]3[C@](C)(C1=O)N2C(=O)c1ccc(Cl)c(Cl)c1,.,.,.,-1,0%,.,.,-1%,-5%
CC(C)N(C(=O)[C@H]1C[C@H](CC(=O)NCc2ccco2)C(=O)N2CCc3c([nH]c4ccc(Cl)cc34)[C@]12C)C(C)C,.,.,.,-11,9%,.,.,-11%,0%
CCc1ccc(-c2nc(SCC(=O)N(C)C3CCS(=O)(=O)C3)n[nH]2)cc1 (stereo not drawn),8,-7,1,0,9%,-4,2.0%,0%,0%
O=S(=O)(NCc1ccccn1)c1ccc2c(c1)OCCO2,.,-4,2,-6,4%,-6,0.7%,0%,-7%
COc1ccc(OC)c(NC(=O)CNC(=O)Cn2c(C)cc3ccccc3c2=O)c1,17,-1,1,0,3%,-3,0.5%,0%,-3%
Cc1cc(NC(=O)c2cc([N+](=O)[O-])ccc2Cl)no1,-2,6,3,-7,9%,0,1.4%,-23%,-2%
O=c1oc2ccccc2cc1-c1nc(-c2cccs2)cs1,.,-11,6,-11,?,0,8.3%,-8%,10%
CCS(=O)(=O)Nc1cccc(-c2cn3c(n2)SCC3)c1,4,3,2,-2,-1%,-1,1.3%,-1%,-3%
CCc1cccc(C)c1NC(=O)CCS(=O)(=O)c1cc(Br)cc2c1N(C(=O)C1CC1)CC2,9,-13,3,-5,0%,-2,-2.3%,3%,-1%
COc1ccccc1CNC(=O)C1(NC(=O)Nc2ccc(C)cc2)CCCCC1,-1,1,2,-22,-8%,-8,0.4%,0%,-2%
CCC(N=c1cc(-c2ccc(OC)cc2)oc2ccc(C)cc12)C(=O)O (stereo not drawn),1,-9,0,-7,8%,-2,6.4%,1%,-2%
O=C(CNC(=O)c1ccc(Br)o1)Nc1ccc(F)c(S(=O)(=O)N2CCOCC2)c1,0,-10,3,0,-9%,1,1.2%,0%,-3%
COC(=O)C1CCN(C(=O)C2CCC(=O)N(CCCc3ccccc3)C2)CC1 (stereo not drawn),-7,10,5,-4,-2%,-7,1.3%,5%,-6%
Cc1cnc(NC(=O)CSCc2c(C)noc2C)s1,.,.,.,-1,8%,.,.,1%,-3%
COc1ccccc1C(=O)NC(=O)COC(=O)CCS(=O)(=O)c1ccc(C)cc1,12,-21,1,3,-1%,-3,2.4%,2%,6%
Cn1c(=O)oc2cc(S(=O)(=O)NCCC(=O)N3CC=C(c4ccccc4)CC3)ccc21,-6,-13,10,16,-4%,-9,-2.1%,-3%,-2%
Cc1cccc(OCc2nc(-c3cccnc3)no2)c1,-11,-27,4,-5,4%,1,2.4%,0%,4%

Already shown: an excerpt of the list.
SMILES,D2 potentiator,D1 antag,D1 agonist,LDHA block,Vif-A3F inh,D1 PAM,RXFP1 ag,Vif-APOBEC3G blk,GRP78 ERSR act
CCS(=O)(=O)Nc1cccc(-c2cn3c(n2)SCC3)c1,4,3,2,-2,-1%,-1,1.3%,-1%,-3%
CCc1cccc(C)c1NC(=O)CCS(=O)(=O)c1cc(Br)cc2c1N(C(=O)C1CC1)CC2,9,-13,3,-5,0%,-2,-2.3%,3%,-1%
COc1ccccc1CNC(=O)C1(NC(=O)Nc2ccc(C)cc2)CCCCC1,-1,1,2,-22,-8%,-8,0.4%,0%,-2%
CCC(N=c1cc(-c2ccc(OC)cc2)oc2ccc(C)cc12)C(=O)O (stereo not drawn),1,-9,0,-7,8%,-2,6.4%,1%,-2%

(continued)
SMILES,D2 potentiator,D1 antag,D1 agonist,LDHA block,Vif-A3F inh,D1 PAM,RXFP1 ag,Vif-APOBEC3G blk,GRP78 ERSR act
CC12CCC(C(=O)Nc3ccccc3N3CCOCC3)(CC1=O)C2(C)C (stereo not drawn),25,-2,0,0,-3%,-1,3.2%,0%,-1%
CC(C)c1cccc(-c2ccc3c(c2)S(=O)(=O)c2cccc(C(=O)NC4CCCC4)c2C3=O)c1,.,.,.,-4,11%,.,.,0%,-1%
Cc1cccc(NC(=O)C[n+]2ccc(N(C)C)cc2)c1,-7,0,1,-5,-1%,-5,0.8%,1%,-3%
CCOC(=O)N1CCN(C(=O)c2oc3ccc(S(=O)(=O)N4CCCCCC4)cc3c2C)CC1,3,6,3,-4,6%,-3,1.9%,2%,-5%
COc1ccc(CC(=O)NNC(=O)c2cnccn2)cc1,10,6,3,-12,3%,-1,1.2%,1%,2%
CSc1n[nH]c2nc3c(c(=O)n12)C1(CCCC1)Cc1ccccc1-3,-9,-3,1,-1,2%,0,0.5%,-6%,-4%
CN(CC(=O)Nc1ccccc1C(F)(F)F)Cc1c(O)ccc2ccccc12,-3,1,9,-9,18%,.,0.1%,-8%,-3%

A portion of the library; rates above refer to the full screens.
